Screening data as filed in PubChem BioAssay.
NCI-60 one-dose screen, 48 h, at 10 µM unless noted. Numbers give growth in % (100 = growth as untreated, 0 = no growth, -100 = all killed).
NCI-H460 = NCI-H460 lung cancer; 6.8% of 82,000 active; AID 1794736
HCT-15 = HCT-15 colon cancer; 5.2% of 82,000 active
NCI-H23 = NCI-H23 lung cancer; 4% of 80,000 active
HCT-116 = HCT-116 colon cancer. 7.3% of 82,000 active. AID 1794798
NCI-H522 = NCI-H522 lung cancer. 8% of 78,000 active. AID 1794739
COLO 205 = COLO 205 colon cancer. AID 1794742. 7.3% of 79,000 active
NCI/ADR-RES = NCI/ADR-RES ovarian cells | 4.4% of 81,000 active | AID 1794790
NCI-H322M = NCI-H322M lung cancer; 2.7% of 80,000 active
NCI-H226 = NCI-H226 lung cancer; 3.5% of 79,000 active
An asterisk follows results filed as active; · = no result given; & = joins results of further samples. The calls were made as follows: active = growth percent below 10; inactive = the rest. Hits appear at their usual frequency (roughly 13% active in at least one column).

SMILES	NCI-H460	HCT-15	NCI-H23	HCT-116	NCI-H522	COLO 205	NCI/ADR-RES	NCI-H322M	NCI-H226
CCOC(=O)C1=C(C)n2nc(CC#N)c(C#N)c2NC1c1ccc([N+](=O)[O-])cc1 (stereo not given)	106	99	93	98	86	·	93	99	97
N#CC(=Nc1ccccc1)c1ccccc1	112	110	105	111	·	109	124	91	110
CC/C(=N/OCc1ccccc1)C(=O)NNS(=O)(=O)c1ccc(C)cc1	113	102	96	102	88	115	99	108	96
Fc1ccc(-c2nc3ccc(F)cc3s2)cc1	95	100	92	89	80	114	104	99	78
Cc1cccc(Nc2nc3ccccc3nc2/C=C/c2ccc(F)cc2)c1	95	96	·	81	79	106	91	96	95
CCCCCCC/C=N/NC(=O)c1ccc(-n2cc(-c3ccccc3)nn2)cc1	98	74	88	97	80	110	87	86	85
O=C(NC[C@H]1CN(c2ccc(N3CCC(C(=O)O)CC3)cc2)C(=O)O1)c1ccc(Cl)s1	107	104	97	100	98	104	104	104	94
CCN1CCN(C(C(=O)NCCc2c[nH]c3ccccc23)c2c[nH]c3ccccc23)C(=O)c2ccccc2C1=O (stereo not given)	102	100	92	102	89	105	92	102	80
CN(c1ccccc1)S(=O)(=O)CS(=O)(=O)N(C)c1ccccc1	105	104	99	106	·	114	107	·	107
Cc1ccc(S(=O)(=O)N(CCC(=O)O)c2ccccc2)cc1	112	102	112	95	109	132	110	122	109
CC(=O)N[C@H](C(=O)N[C@H](Cc1ccccc1)C(=O)N[C@H](CS)C(=O)N[C@H](CCCN=C(N)N)C(=O)N[C@H](CCCN=C(N)N)C(=O)N[C@H](CCCN=C(N)N)C(=O)N[C@H](CCCN=C(N)N)C(=O)N[C@H](CCCN=C(N)N)C(N)=O)[C@@H](C)O	103	111	107	98	108	109	118	104	94
CN(C(=O)COC(=O)/C=C/c1ccc([N+](=O)[O-])cc1)C1CCS(=O)(=O)C1 (stereo not given)	93	59	76	82	69	68	102	99	98
O=C(N/N=C/c1ccc(O)c(O)c1)c1ccccc1	102	82	99	88	·	96	94	102	81
C#CC1(N2CCCCC2)CCCCC1	104	109	96	116	99	110	100	102	108
O=c1c2c3c(sc2n2c(-c4cc(-c5ccccc5)nn4-c4ccccc4)nnc2n1Cc1ccccc1)CCCC3	106	91	105	55	46	86	80	112	99
COc1cc2c3c(n(CCCNC(C)C)c(=O)c2cc1OC)-c1nc2c(cc1C3=O)OCO2	-74*	-88*	16	-60*	51	-68*	-72*	60	-32*
CC(=O)C(Cl)C(=O)c1c(C)[nH]n(-c2ccccc2)c1=O (stereo not given)	106	100	98	95	75	109	99	92	99
O=S(=O)(O)c1cc2onnc2c2ccccc12	110	100	94	107	105	118	103	127	112
COc1cccc(C(C)=O)c1O	111	105	93	99	97	108	94	94	100
COc1ccc(/C=N/N=C2/C(=O)Nc3ccc(OC)cc32)c(OC)c1	109	105	103	115	108	112	107	112	88
Nc1nc(Nc2ccccc2)c2ncn(Cc3ccc4c(c3)OCO4)c2n1	16	23	63	35	44	47	9.6*	58	75
CC(C)C(=O)Nc1ccccc1	105	110	103	103	95	107	111	102	92
COc1cc2c(=O)n(N3C(=O)C=NC3=O)c3cnc(-c4ccccc4)n3c2cc1OC	109	107	101	101	97	106	109	107	114
Cc1ccc(S(=O)(=O)Nc2ccc(C)cc2C)cc1	100	107	99	90	77	104	106	115	105
O=C(NO)c1ccc(CNC(=O)[C@H]2Cc3c([nH]c4ccccc34)[C@H](c3ccccc3)N2)cc1	28	72	34	10	-8.9*	-55*	63	43	64

Single values from the list.
Under HCT-116, CCN1CCN(C(C(=O)NCCc2c[nH]c3ccccc23)c2c[nH]c3ccccc23)C(=O)c2ccccc2C1=O (stereo not given) has 102
Under HCT-15, CC(=O)C(Cl)C(=O)c1c(C)[nH]n(-c2ccccc2)c1=O (stereo not given) has 100
Under NCI-H322M, O=S(=O)(O)c1cc2onnc2c2ccccc12 has 127
Under COLO 205, C#CC1(N2CCCCC2)CCCCC1 has 110
Under NCI-H460, N#CC(=Nc1ccccc1)c1ccccc1 has 112

The listing picks up, starting five compounds before the break.
SMILES	NCI-H460	HCT-15	NCI-H23	HCT-116	NCI-H522	COLO 205	NCI/ADR-RES	NCI-H322M	NCI-H226
Nc1nc(Nc2ccccc2)c2ncn(Cc3ccc4c(c3)OCO4)c2n1	16	23	63	35	44	47	9.6*	58	75
CC(C)C(=O)Nc1ccccc1	105	110	103	103	95	107	111	102	92
COc1cc2c(=O)n(N3C(=O)C=NC3=O)c3cnc(-c4ccccc4)n3c2cc1OC	109	107	101	101	97	106	109	107	114
Cc1ccc(S(=O)(=O)Nc2ccc(C)cc2C)cc1	100	107	99	90	77	104	106	115	105
O=C(NO)c1ccc(CNC(=O)[C@H]2Cc3c([nH]c4ccccc34)[C@H](c3ccccc3)N2)cc1	28	72	34	10	-8.9*	-55*	63	43	64
O=C(Nc1ncc(Cc2cccc(Cl)c2)s1)C1COc2ccccc2O1 (stereo not given)	101	85	95	93	77	99	92	86	·
O=C(Cc1cccc(-c2ccco2)c1)N1C(=O)OC[C@@H]1Cc1ccccc1	106	95	102	101	83	109	102	96	90
O=C1CSC(=Nc2ccccc2)N1C1=CSC2=N/C(=C\c3ccc(Cl)cc3)C(=O)N12	107	96	102	102	91	99	105	96	100
Cc1cc(C(NC(=O)CCCCCNc2cccc3c2C(=O)N(C2CCC(=O)CC2=O)C3=O)c2cccc(N(C)C)c2)c(O)c2ncccc12 (stereo not given)	5.7*	8.0*	24	14	13	7.5*	51	14	-1.4*
O=[N+]([O-])c1ccc(N/N=C/c2ccccc2O)nc1	15	30	34	22	9.7*	15	21	40	83
NC(Cc1ccccc1)C(=O)NC(Cc1ccccc1)C(=O)O (stereo not given)	104&104	98&106	105&97	100&103	99&87	110&107	107&105	100&95	93&96
O=C(Nc1ccccc1F)Nc1nccnc1OCc1cccc(F)c1	87	88	86	81	74	·	94	90	85
O=C(O)c1ccccc1Br	103	103	111	108	91	120	109	128	108
Nc1nonc1-c1nc2c(Cl)cccc2[nH]1	103	99	98	95	96	113	101	85	·
COc1ccc([C@H]2c3[nH]c4ccccc4c3C[C@H]3C(=O)N(C4CCN(Cc5c(F)cccc5F)CC4)CC(=O)N23)c(OC)c1	60	41	88	53	57	66	58	85	70
C[C@@H](c1ccccc1)[C@@H](C(=O)O)c1ccccc1	104	95	100	102	100	107	105	97	99
Clc1ccc(NCc2cn(Cc3nc4ccccc4[nH]3)nn2)cc1	94	105	96	87	73	100	97	91	77
CN(C)c1ccc(C2SCC(=O)N2NC(=O)c2ccc(NC(=O)c3ccccn3)cc2)cc1 (stereo not given)	101	95	98	95	96	103	92	82	111
COc1ccc(OC)c(NC(=O)NN(C)C)c1	102	104	101	100	97	118	105	100	94
CC(C)[C@]12O[C@H]1[C@@H]1O[C@]13[C@]1(O[C@H]1C[C@H]1C4=C(CC[C@@]13C)C(=O)OC4)[C@@H]2OC(=O)CN(C)C	0.7*	9.2*	-19*	4.6*	-42*	·	-5.7*	-7.1*	11
C[N+](C)(C)CC(=O)c1ccc2ccccc2c1	105	98	96	93	87	96	101	109	101
FC(F)(F)c1ccc(Cn2cc(CSc3nc4ccccc4s3)nn2)cc1	102	101	98	98	88	103	96	94	83
O=C1C=CC(=O)N1C1CCCCC1	105	107	108	98	87	116	101	102	91
O=C(O)c1ccccc1NC1SC(=O)N(c2ccccc2)C1=O (stereo not given)	102	98	106	97	83	101	104	103	102
COc1ccc(CCn2c(=N)c(C(=O)NCc3cccnc3)cc3c(=O)n4cccc(C)c4nc32)cc1	87	54	95	44	67	70	89	95	·
CCCCNC(=O)Oc1ccc(/C(=C(/CC)Cc2ccccc2)c2ccc(OCCN3CCCC3)cc2)cc1	100	79	100	79	94	99	94	97	95
O=C(Oc1ccc[nH]c1=O)C1CC1	104	92	96	103	91	110	·	102	96
Clc1ccc(N=Cc2ccccc2)cn1	102	96	99	86	89	109	97	98	94
CSc1nc(NC(=O)CCl)cc(=O)[nH]1	90	93	94	100	100	119	107	107	96
C#Cc1nc(/C=C/C=C/C(=O)NO)cs1	75	47	92	48	54	91	38	82	84

In the list so far, these contain an aryl thioether with sulfur outside any ring.
SMILES	NCI-H460	HCT-15	NCI-H23	HCT-116	NCI-H522	COLO 205	NCI/ADR-RES	NCI-H322M	NCI-H226
FC(F)(F)c1ccc(Cn2cc(CSc3nc4ccccc4s3)nn2)cc1	102	101	98	98	88	103	96	94	83
CSc1nc(NC(=O)CCl)cc(=O)[nH]1	90	93	94	100	100	119	107	107	96

More structures:
SMILES	NCI-H460	HCT-15	NCI-H23	HCT-116	NCI-H522	COLO 205	NCI/ADR-RES	NCI-H322M	NCI-H226
COc1ccc(Nc2nc(SC)nc(-c3cccc([N+](=O)[O-])c3)c2C#N)cc1	30	79	74	16	81	82	58	66	18
O=C1NC(=O)C(=Cc2ccc(OCC(=O)N3CCCC3)cc2)C(=O)N1	106	107	101	108	103	107	104	98	109
COC(=O)[C@@H](Cc1ccccc1)NC(=O)[C@H](CCSC)NC(=O)[C@@H]1CCCN1C(=O)CNC(=O)[C@H](C)NC(=O)OCc1ccccc1	104	100	102	103	102	105	104	99	100
CCOC(=O)c1c(NCC(=O)Nc2ccc(Cl)cc2)sc2c1CCCC2	101	95	92	97	91	103	95	99	93
CN(C)c1ccc(/C=N/O)cc1	99	103	98	100	91	93	102	92	104
COc1cccc(OC)c1OC(=O)c1ccccc1	102	109	100	103	95	·	105	109	·
N#C/C(=C\c1ccc(-c2ccccc2Cl)o1)C(=O)Nc1ncc(Cc2cc(Cl)ccc2Cl)s1	57	85	94	81	85	108	102	89	90
O=S(=O)(NCc1ccccc1)c1cccc(N=Cc2ccccc2O)c1	107	110	105	102	90	107	102	113	103
CC(C)(C)c1ccc(NS(=O)(=O)c2ccc3nc(NC(=O)c4cnccn4)[nH]c3c2)cc1	6.2*	29	52	25	20	22	31	42	44
COc1cc(NCC(C)(O)CN(CC(C)C)CC(C)C)c2nc(C)ccc2c1 (stereo not given)	101	68	80	66	78	79	80	89	74
Cc1cc(O)ccc1C1=NN(c2ccc(S(N)(=O)=O)cc2)C(=O)CC1	12	35	64	23	-37*	56	22	121	95
Fc1ccc2[nH]cc(-c3nc(-c4c[nH]c5ccncc45)cs3)c2c1	-72*	-50*	49	-86*	-61*	-73*	17	-5.7*	69
S=C(S)N1CCCC1	62	107&107	102&108	86&90	-12*	50&61	99&107	98&107	111&108
CCN(c1ccccc1)S(=O)(=O)c1cc(NC(=O)CCC(=O)O)ccc1N	110	100	97	88	99	107	98	75	90
Cc1nnc(/N=C2\NC(=O)/C(=C/c3ccc(N(C)C)cc3)S2)s1	33	48	82	55	2.5*	99	52	86	89
Cc1ccc(F)cc1NC(=O)c1cc(Cl)ccc1Nc1ccccc1	40	38	60	31	48	16	40	62	·
CN1CCN(C(=O)c2ccc3cc(CCNc4ncnc5ccc(C#N)cc45)ccc3c2)CC1	86	104	60	83	67	62	93	95	53
COc1ccc(OC)c(-n2cc(C#N)c(N)c2C(=O)c2ccc(C)cc2)c1	108	100	101	101	99	118	101	87	99
CCCN1C(=O)[C@H]2Cc3c([nH]c4ccccc34)[C@H](C)N2C1=S	105	86	94	98	79	·	104	86	88
Clc1ccc(-c2nnc(Cc3nc4ccccc4nc3Cl)o2)cc1	105	107	95	99	88	127	103	99	86
CCOC(=O)C(Cc1ccc(O)cc1)NC(=O)c1cc2c(cn1)[nH]c1ccccc12 (stereo not given)	109	93	100	109	95	107	111	102	93
CCC(=O)Nc1cccc([N+](=O)[O-])c1	106	109	116	108	93	105	112	93	101
Cc1ccc(NC(=O)c2ccc(CN3CCOCC3)c(C(F)(F)F)c2)cc1Oc1ccc(-c2[nH]nc3ncnc(N)c23)cc1	66	40	85	55	63	19	88	72	66
CCOC(=O)C1CN(C)C(=O)C1=O (stereo not given)	105	112	107	96	·	107	108	118	98
COc1ccc(-c2cc(-c3ccc(N)cc3)[nH]c(=O)c2C#N)cc1[N+](=O)[O-]	106	101	102	101	94	122	94	100	95
Continuation.
SMILES	NCI-H460	HCT-15	NCI-H23	HCT-116	NCI-H522	COLO 205	NCI/ADR-RES	NCI-H322M	NCI-H226
CCOC1(OCC)CCN(c2nc(CO)ncc2-c2ccc(C(F)(F)F)cc2)CC1	104	99	97	93	84	99	93	91	100
CCCNC1(C(N)=O)CCN(Cc2ccccc2)CC1	110	118	109	58	97	·	102	108	97
CC(=O)OCC(=O)[C@@]1(O)[C@H](C)C[C@H]2[C@@H]3C=C(C)C4=Cc5c(cnn5-c5ccc(F)cc5)C[C@]4(C)[C@H]3[C@@H](O)C[C@@]21C	·	-11*	-28*	16	-24*	-39*	19	50	60
C=C(c1ccc(N(C)C)cc1)c1ccc(N(C)C)cc1	6.4*	6.8*	16	5.4*	-29*	-4.6*	-36*	30	44
ClCC#CCSc1ncnc2c1ncn2CC#CCCl	1.0*	30	-6.6*	-49*	-56*	54	·	15	-14*
O=C1CC2(CCCCC2)Oc2ncccc21	114	104	108	108	96	119	109	106	101
O=C1NCC(=O)N(Cc2cccc(O)c2)[C@H]1Cc1ccccc1	106	99	97	117	90	95	102	95	100
C/C(=N\Nc1ccc(Cl)cn1)c1ccccn1	0.8*	16	12	1.2*	6.6*	9.6*	-10*	9.3*	-8.4*
O=C1Nc2ccccc2C1=NC1CCCCC1	105	105	95	105	70	96	103	90	92
Cc1ccc2c(c1)nc(C)n2-c1ncnc2c1CC(C)c1cc(O)ccc1N2C (stereo not given)	20	27	66	15	24	99	26	64	74
O=C1c2cccc([N+](=O)[O-])c2C(=O)N1c1ccc([N+](=O)[O-])cc1	115	103	97	92	91	103	104	102	102
COc1ccc2occ(/C=C3\SC(=S)N(CCC(=O)O)C3=O)c(=O)c2c1	103	85	97	100	90	114	91	93	94
